Gal4-VP16 FLuc = inhibits Gal4-VP16 luciferase reporter, ROR gamma counter-screen. AID 2546. 310,000 compounds, 3.5% hits. Potency, µM (series often up to 53.6 µM), for inactives: top-dose activity, negative = inhibition, actives largely listed as inhibitors. Drosophila S2 Gal4-VP16 UAS-luciferase, luminescence, 20 h;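 also: Gal4-VP16 expression switched on by copper sulfate through the metallothionein promoter; % is scaled to controls: 0 for no effect and ±100 for the full control effect; nearly all actives have a fitted effect of over 50% in size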
RORg inh = blocks mouse ROR gamma transcriptional activity | AID 2551 | P51450 | Drosophila S2 Gal4-RORgamma UAS-luciferase reporter, 20 h | 310,000 compounds, 5.4% hits | Potency, µM (top dose mostly 53.6 µM), for inactives: at the highest dose activity change, negative = inhibition, actives largely listed as inhibitors; also: % is scaled to controls: 0 for no effect and ±100 for the full control effect; nearly all actives have a fitted effect of over 60% in size
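Drosophila S2 cells stably expressing Gal4-DBD/mouse RORγ fusion under metallothionein promoter plus UAS-luciferase; compound 1 h, then 700 uM CuSO4 induction for 20 h at ambient temperature; inhibition read as reduced luminescence.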
FLuc counter = counter-screen for miR-21 project: firefly luciferase inhibitors or activators; P08659; purified FLuc, Km substrates, luminescence inhibition; Potency, µM (doses to about 57.5 µM), inactives show at the highest dose activity change, negative = inhibition, most hits filed as inhibitors; 360,000 compounds, 6.9% hits; AID 588342;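 also: plate controls were vehicle for no effect and reference inhibitor for full effect; nearly all actives have a fitted effect of over 55% in size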
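Purified P. pyralis luciferase (10nM final) with 10uM D-luciferin and 10uM ATP (Km levels) in 50mM Tris acetate pH 7.5, 10mM Mg acetate, 0.01% Tween-20, 0.05% BSA; qHTS 6-point titration, ~60 µM downward; luminescence read.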
uPA generation = cell surface uPA generation inhibition; cell surface uPA generation assay, qHTS; Potency, µM (highest dose often 38.3 µM), for the others: at the top dose activity change, negative = inhibition, hits mostly inhibitors; 330,000 compounds, 0.31% hits; AID 540303; active = well fitted inhibition curve with a large enough effect; inconclusive = small, poorly fitted or top-dose-only effect; inactive = no such curve, though single readings can be large or run the other way; tested in mouse RAW 264.7 cells; also: % is scaled to controls: 0 for no effect and ±100 for the full control effect; nearly all actives have a fitted effect of over 55% in size
Rab9 prom act = Rab9 promoter activation; Huh7 Rab9 promoter-luciferase reporter, luminescence, 24 h; Potency, µM (highest dose often 9.22 µM), for the others: at the highest dose activation, negative = inhibition, usual class: activators; 320,000 compounds, 2.8% hits; also: % of control where 0% means no effect; nearly all actives have a fitted effect of over 60% in size
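Quantitative HTS format; Huh7 Rab9-luciferase reporter cells (1500/well) receive compound 2 h post-plating, incubate 24 h at 37 °C, then get luciferase reagent for 10 min before luminescence reading.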
NPC1 prom act = activates the NPC1 promoter; Potency, µM (top dose mostly 9.22 µM), for the others: top-dose activation, hits mostly activators; 320,000 compounds, 2.4% hits; Huh7 NPC1 promoter luciferase reporter, 24 h;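 also: % of control where 0% means no effect; nearly all actives have a fitted effect of over 60% in size; reporter is driven by a mutant NPC1 promoter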
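Luminescence read-out of NPC1 promoter-driven luciferase in stably transfected Huh7 cells; compounds delivered in DMSO and left 24 h at 37C, 5% CO2, qHTS titration format.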
MBNL1 CUG block = blocks human MBNL1 binding to CUG repeat RNA | Q9NR56 | TR-FRET MBNL1-His/biotin-(CUG)12 binding, 665/545 ratio | Potency, µM (highest dose often 57.5 µM), inactives show at the top dose activity change, negative = inhibition, usual class: inhibitors | 280,000 compounds, 0.036% hits | AID 2675; active = well fitted inhibition curve with a large enough effect in the signal ratio, with a control signal flat, not every such curve was filed as active; inconclusive = small, poorly fitted or top-dose-only effect, or effect the other way, or a change in a side signal; inactive = no such curve, though single readings can be large or run the other way; the % refers to the signal ratio; also: % is scaled to controls: 0 for no effect and ±100 for the full control effect
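Ratiometric TR-FRET (665 over 545 nm, excitation 340 nm) tracks disruption of MBNL1-His/biotin-(CUG)12 complex after 60 min at room temperature, with compounds at 92 nM to 58 uM final.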
ELG1 genotox = inducers of genotoxicity in HEK293T ELG1-luciferase cells | Potency, µM (series often up to 46 µM), for inactives: at the highest dose activity change, positive = activation, usual class: activators | 330,000 compounds, 1.3% hits | HEK293T ELG1-luciferase reporter, luminescence, 16 h; also: % of control where 0% means no effect; nearly all actives have a fitted effect of over 60% in size
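HEK293T cells expressing luciferase-tagged ELG1 were exposed to compound or DMSO vehicle for 16 hr at 37 °C and 5% CO2. Luciferase activity was then measured with ONE-Glo after 30 min at room temperature.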
BRCA1 expr up = BRCA1 expression activation. MCF7-BRCA1-FFLuc reporter, luminescence, 48 h; response scale: scaled: vehicle 0%, 10 µM genistein 100%. Potency, µM (series often up to 46.1 µM), without a hit: at the highest dose activation, actives largely listed as activators. 380,000 compounds, 1.1% hits; also: nearly all actives have a fitted effect of over 80% in size; some results filed as inactive show a strong effect at the top dose
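MCF7 cells carrying a BRCA1-firefly luciferase reporter (2000 cells/well, phenol-red free MEM) were attached for 2 h at 37 °C, then given compounds for 48 h. Luminescence was read 15 min after luciferase reagent; activity normalized to genistein (10 microM) and DMSO.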
MLL CXXC-DNA inh = inhibitors of human MLL CXXC domain-DNA interaction. Potency, µM (doses to about 115 µM), without a hit: at the top dose activity change, negative = inhibition, actives largely listed as inhibitors. 290,000 compounds, 0.037% hits. MLL-CXXC / FITC-HOXA9 DNA fluorescence polarization; active = well fitted inhibition curve with a large enough effect in the polarisation, with a control signal flat, not every such curve was filed as active; inconclusive = small, poorly fitted or top-dose-only effect, or effect the other way, or a change in a side signal; inactive = no such curve, though single readings can be large or run the other way; the % refers to the polarisation
Target sequence (Q03164 whole entry, looked up, the tested form may be a part): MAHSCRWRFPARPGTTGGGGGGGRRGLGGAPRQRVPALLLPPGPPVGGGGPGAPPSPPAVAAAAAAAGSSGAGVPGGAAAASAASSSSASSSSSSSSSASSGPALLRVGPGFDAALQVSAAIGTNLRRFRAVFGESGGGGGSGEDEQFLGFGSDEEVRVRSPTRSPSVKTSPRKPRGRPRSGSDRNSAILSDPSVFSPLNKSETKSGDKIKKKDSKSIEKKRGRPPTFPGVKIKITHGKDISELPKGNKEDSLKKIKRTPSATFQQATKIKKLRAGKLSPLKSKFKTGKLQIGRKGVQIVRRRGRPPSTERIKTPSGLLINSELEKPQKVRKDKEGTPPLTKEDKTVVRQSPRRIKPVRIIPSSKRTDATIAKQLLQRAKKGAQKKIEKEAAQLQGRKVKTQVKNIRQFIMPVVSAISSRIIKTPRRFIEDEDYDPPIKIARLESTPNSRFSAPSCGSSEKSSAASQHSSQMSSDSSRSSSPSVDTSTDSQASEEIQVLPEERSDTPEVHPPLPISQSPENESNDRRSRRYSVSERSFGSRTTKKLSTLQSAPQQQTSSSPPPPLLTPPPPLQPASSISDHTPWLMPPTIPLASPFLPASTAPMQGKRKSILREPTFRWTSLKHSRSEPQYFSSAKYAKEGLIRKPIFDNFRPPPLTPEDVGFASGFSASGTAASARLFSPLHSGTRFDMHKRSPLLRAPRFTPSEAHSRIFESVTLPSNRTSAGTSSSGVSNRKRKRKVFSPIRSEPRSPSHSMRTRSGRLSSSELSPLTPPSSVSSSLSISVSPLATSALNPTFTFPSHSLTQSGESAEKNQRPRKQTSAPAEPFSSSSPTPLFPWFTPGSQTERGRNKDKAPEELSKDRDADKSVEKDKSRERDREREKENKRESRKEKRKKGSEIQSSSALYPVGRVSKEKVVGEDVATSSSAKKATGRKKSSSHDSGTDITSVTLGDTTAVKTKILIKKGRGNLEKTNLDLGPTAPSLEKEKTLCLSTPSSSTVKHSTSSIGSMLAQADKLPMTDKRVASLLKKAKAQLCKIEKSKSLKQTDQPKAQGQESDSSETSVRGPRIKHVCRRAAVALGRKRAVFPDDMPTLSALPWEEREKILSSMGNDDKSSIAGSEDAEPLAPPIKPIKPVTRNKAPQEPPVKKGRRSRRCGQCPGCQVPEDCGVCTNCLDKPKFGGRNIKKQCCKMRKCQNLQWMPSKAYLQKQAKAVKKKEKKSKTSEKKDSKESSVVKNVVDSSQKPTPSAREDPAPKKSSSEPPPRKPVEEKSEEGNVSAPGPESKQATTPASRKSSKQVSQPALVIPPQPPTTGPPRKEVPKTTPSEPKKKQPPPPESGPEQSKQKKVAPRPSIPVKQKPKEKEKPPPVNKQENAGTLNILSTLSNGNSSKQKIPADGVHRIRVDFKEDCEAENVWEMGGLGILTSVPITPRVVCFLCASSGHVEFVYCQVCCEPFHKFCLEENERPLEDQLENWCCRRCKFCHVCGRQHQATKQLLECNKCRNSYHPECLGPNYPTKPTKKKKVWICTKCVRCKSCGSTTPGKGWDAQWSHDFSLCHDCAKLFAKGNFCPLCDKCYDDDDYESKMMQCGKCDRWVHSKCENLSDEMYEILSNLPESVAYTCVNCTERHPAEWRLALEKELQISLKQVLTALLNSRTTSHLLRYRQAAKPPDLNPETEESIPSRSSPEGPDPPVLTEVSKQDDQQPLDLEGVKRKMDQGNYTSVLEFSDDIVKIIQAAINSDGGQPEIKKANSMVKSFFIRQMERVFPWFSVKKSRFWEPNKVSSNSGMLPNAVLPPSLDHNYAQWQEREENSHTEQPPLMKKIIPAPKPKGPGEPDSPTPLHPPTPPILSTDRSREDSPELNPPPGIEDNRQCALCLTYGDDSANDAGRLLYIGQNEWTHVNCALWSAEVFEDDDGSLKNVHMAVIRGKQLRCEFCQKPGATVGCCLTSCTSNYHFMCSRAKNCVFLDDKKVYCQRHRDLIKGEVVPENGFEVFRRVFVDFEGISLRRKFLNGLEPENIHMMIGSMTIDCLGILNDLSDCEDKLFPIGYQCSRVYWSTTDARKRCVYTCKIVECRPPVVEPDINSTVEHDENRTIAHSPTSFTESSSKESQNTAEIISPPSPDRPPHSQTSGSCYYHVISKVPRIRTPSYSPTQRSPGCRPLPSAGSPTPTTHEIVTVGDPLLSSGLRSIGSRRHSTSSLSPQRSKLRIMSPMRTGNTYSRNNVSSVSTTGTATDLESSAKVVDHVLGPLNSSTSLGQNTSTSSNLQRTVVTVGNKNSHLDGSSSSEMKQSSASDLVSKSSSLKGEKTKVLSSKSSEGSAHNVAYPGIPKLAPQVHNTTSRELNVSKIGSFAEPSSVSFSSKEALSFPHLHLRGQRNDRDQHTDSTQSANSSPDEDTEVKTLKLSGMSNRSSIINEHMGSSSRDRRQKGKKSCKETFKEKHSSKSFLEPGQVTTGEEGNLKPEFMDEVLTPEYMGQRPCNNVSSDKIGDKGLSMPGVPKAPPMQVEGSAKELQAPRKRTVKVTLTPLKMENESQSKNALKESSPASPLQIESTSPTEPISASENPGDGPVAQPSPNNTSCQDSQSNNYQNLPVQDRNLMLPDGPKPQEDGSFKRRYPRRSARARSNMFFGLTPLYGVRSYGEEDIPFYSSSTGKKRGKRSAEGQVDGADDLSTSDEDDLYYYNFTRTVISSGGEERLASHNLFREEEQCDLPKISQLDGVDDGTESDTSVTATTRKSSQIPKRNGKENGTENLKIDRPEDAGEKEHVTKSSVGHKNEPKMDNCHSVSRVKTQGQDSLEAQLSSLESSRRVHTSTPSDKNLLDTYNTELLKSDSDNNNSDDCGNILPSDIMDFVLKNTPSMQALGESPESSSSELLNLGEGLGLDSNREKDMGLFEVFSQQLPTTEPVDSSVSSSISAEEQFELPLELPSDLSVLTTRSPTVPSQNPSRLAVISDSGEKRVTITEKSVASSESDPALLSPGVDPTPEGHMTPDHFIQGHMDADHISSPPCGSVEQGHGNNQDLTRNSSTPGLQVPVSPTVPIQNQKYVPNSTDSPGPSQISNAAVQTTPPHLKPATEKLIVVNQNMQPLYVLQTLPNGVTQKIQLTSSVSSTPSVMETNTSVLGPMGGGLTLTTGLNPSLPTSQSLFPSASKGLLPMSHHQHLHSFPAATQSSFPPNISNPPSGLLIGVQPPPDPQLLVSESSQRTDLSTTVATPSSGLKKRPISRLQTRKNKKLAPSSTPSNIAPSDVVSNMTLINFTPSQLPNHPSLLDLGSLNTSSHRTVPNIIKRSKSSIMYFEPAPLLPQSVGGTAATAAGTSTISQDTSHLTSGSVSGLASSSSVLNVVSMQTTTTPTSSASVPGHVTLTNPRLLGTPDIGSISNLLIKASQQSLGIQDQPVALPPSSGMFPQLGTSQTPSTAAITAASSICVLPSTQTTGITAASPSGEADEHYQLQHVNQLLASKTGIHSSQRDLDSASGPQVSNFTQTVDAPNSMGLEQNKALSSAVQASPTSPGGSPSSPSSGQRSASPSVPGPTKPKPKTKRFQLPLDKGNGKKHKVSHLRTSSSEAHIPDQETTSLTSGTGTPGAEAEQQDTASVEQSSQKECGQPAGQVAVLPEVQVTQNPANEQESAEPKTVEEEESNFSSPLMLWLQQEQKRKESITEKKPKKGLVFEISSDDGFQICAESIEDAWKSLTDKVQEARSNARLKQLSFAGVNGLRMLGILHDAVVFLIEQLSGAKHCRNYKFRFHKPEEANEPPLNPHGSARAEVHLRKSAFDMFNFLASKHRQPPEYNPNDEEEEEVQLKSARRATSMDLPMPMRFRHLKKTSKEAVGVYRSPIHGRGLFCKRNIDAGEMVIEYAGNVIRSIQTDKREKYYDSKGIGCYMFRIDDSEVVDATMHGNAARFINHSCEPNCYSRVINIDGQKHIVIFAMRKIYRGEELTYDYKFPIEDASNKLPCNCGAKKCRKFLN
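Fluorescence polarization: 7 uM MLL-CXXC (stock) preincubated 5 min with compounds, then 50 nM fluorescein-HOX-A9 DNA (stock) added; 30 min ambient. Buffer 50 mM Tris-HCl pH 7.5, 50 mM NaCl, 1 mM DTT, 0.05% BSA.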
p53 reactivation = mutant p53 re-activation in reporter cells | 320,000 compounds, 0.063% hits | Potency, µM (titrated, usually from 92.2 µM), without a hit: top-dose activity change, positive = activation, actives largely listed as activators | H1299 p53-A138V BP100-luciferase reporter, luminescence, 24 h; also: % of control where 0% means no effect; nearly all actives have a fitted effect of over 45% in size
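p53-null H1299 cells stably carrying temperature-sensitive p53-A138V and a BP100-luciferase reporter were pinned with compounds (4-point, 1:5 series) and held 24 hrs at 37 deg C. Luminescence was read 10 min after detection reagent.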
* marks the source's active call; other numbers are inactive results; ? = inconclusive; . = not tested or not shown; [ ] = remark or other dose. Unless noted, calls follow the shape of the dose curve; as a rule, active = well fitted curve in the direction sought with a large enough effect; inconclusive = small, poorly fitted or top-dose-only effect, or another doubt; inactive = no such curve, though single readings can be large; an effect the other way counts as inactive or inconclusive. Potency is read from the fitted curve at half-maximal effect. Some of the compounds tested; rates above refer to the full screens.

SMILES	Gal4-VP16 FLuc	RORg inh	FLuc counter	uPA generation	Rab9 prom act	NPC1 prom act	MBNL1 CUG block	ELG1 genotox	BRCA1 expr up	MLL CXXC-DNA inh	p53 reactivation
Cc1cc2ccccc2c(=O)n1CC(=O)NCC(=O)N(C)C1CCCCC1	-0.7%	0.4%	3.9%	-7.9%	1.3%	11.7%	-4.9%	-2.2%	-2.2%	-8.4%	-3.4%
COc1cccc(C2C3=C(N=c4s/c(=C\c5ccccc5O)c(=O)n42)c2ccccc2CC3)c1OC (stereo not given)	-13.6%	5.1%	-2.6%	.	-0.8%	-1.8%	6.0%	13.7%	.	13.7%	1.7%
COc1ccc(C2C=C(c3ccc(Br)cc3)Nc3nc(NS(C)(=O)=O)nn32)cc1 (stereo not given)	3.0%[0.365 µM]	22.6%	0.1%	.	-7.1%	1.2%	?	-2.6%	.	?	4.1%
CC(C(=O)Nc1cc([N+](=O)[O-])ccc1Cl)N1CCN(c2ccccc2)CC1 (stereo not given)	-9.1%	-17.2%	-1.0%	1.3%	-1.1%	-1.6%	21.2%	7.7%	-5.0%	9.9%	-2.6%
CC(C)(C)C(=O)O/N=C1\CCS(=O)(=O)c2sccc21	-2.8%[10 µM]	11.8%	-7.1%	.	-1.9%	-7.9%	-4.6%	-2.0%	-18.7%	9.2%	-4.2%
CC1CCCCN1S(=O)(=O)c1ccc(-n2cnnn2)cc1 (stereo not given)	0.1%	33.7%	0.7%	1.9%	0.4%	2.4%	5.9%	-2.7%	-6.9%	17.5%	-2.1%
N#Cc1ccc(CO/N=C/c2ccccc2)cc1	12.5%	14.9%	23.9µM*	5.2%	?	?	5.2%	?	2.8%	7.6%	12.4%
Cc1occc1C(=O)NNC(=O)Nc1ccc(Cl)c(Cl)c1	2.4%	-1.4%	-13.5%	2.5%	2.3%	0.0%	?	0.2%	16.9%	-3.1%	-14.4%
O=C(N/N=C/c1cccnc1)C1CCCN(S(=O)(=O)c2ccccc2)C1 (stereo not given)	20.2%	-2.4%	-1.1%	0.7%	-12.8%	1.2%	?	-0.4%	-12.2%	-0.5%	-4.4%
CCCCn1nnnc1SCC(=O)Nc1ccc(C)cc1	3.3%	43.8%	1.8%	-0.4%	2.8%	6.9%	-10.2%	3.7%	11.5%	-6.8%	4.8%
C[C@@H](O)CC#Cc1ccc2oc(=O)c(-n3cc(-c4ccsc4)nn3)cc2c1	.	.	0.1%	?	-6.3%	9.2%	.	2.5%	-5.8%	.	2.4%
O=C(CSc1nnc(-c2ccco2)o1)NCC(=O)c1ccccc1	-12.9%	-22.1%	-7.9%	11.3%	-6.0%	0.2%	-4.3%	-1.2%	4.5%	-1.3%	1.0%
COC(=O)c1nc(NC(=O)c2ccc(F)cc2)n[nH]1	-2.3%	-21.8%	-14.8%	9.0%	1.7%	-1.9%	-15.6%	-0.1%	-13.8%	73.2%[activator]	-1.7%
CN1CCN(C(c2ccccn2)c2cc(Cl)c3cccnc3c2O)CC1 (stereo not given)	5.01µM*	1.41µM*	-13.5%	?	-1.1%	-2.2%	16.9%	?	-67.9%	-5.6%	2.6%
Cc1sc2nc(CN(C(=O)NC3CCCCC3)C3CCCCC3)[nH]c(=O)c2c1C	?	-17.2%	3.0%	6.8%	1.0%	-3.0%	?	-1.9%	-5.9%	6.9%	7.6%
CCOC(=O)c1cc(-c2ccc(N3CCOCC3)cc2)nn1-c1ccccc1C(=O)O	10.2%	6.7%	?	-2.1%	-3.5%	1.2%	-8.9%	3.3%	-3.5%	-15.9%	1.2%
COc1ccc(S(=O)(=O)N2CCCCCC2)cc1C(=O)Nc1ccccn1	0.9%	4.2%	?	-1.4%	-5.4%	-1.0%	-4.9%	-0.9%	-10.1%	-6.3%	3.2%
Cc1ccc(C(=O)N2CCN(c3nc4ccccc4n3C)CC2)cc1	-5.8%	8.6%	-0.2%	4.9%	-4.8%	-1.0%	-7.1%	-5.8%	-17.0%	2.1%	-0.9%
Cc1ccc(N2C(=O)CC(NCC3CCCO3)C2=O)cc1 (stereo not given)	5.0%	9.5%	1.5%	6.0%	2.0%	-1.3%	3.1%	-0.9%	-13.5%	-37.7%	1.6%
COc1cccc(/C=N/N2CCN(c3ccncc3S(=O)(=O)N3CCCCC3)CC2)c1	-9.4%	19.1%	0.2%	0.6%	-0.1%	-3.5%	2.6%[11.5 µM]	-1.1%	-27.8%	0.0%	-20.4%
COc1ccccc1C(=O)NCC(=O)Nc1cccnc1	-4.9%	-10.2%	0.4%	.	-2.3%	5.7%	2.6%	-0.2%	.	6.1%	1.3%
CCN(Cc1ccncc1)C(=O)c1ccccc1NS(=O)(=O)c1ccc(Br)cc1	?	?	4.9%	-9.4%	-0.3%	2.8%	?	-6.2%	-5.3%	5.3%	-4.1%
O=C(COC(=O)c1ccccc1C(=O)c1ccc(Cl)cc1)NCCc1ccccc1	-20.7%	35.0%	-0.5%	-8.7%	1.7%	-0.6%	-8.4%	-0.9%	-24.2%	8.7%	-14.9%
NS(=O)(=O)c1ccc(CCNC(=O)CN2CCC(Cc3ccccc3)CC2)cc1	?	?	-3.3%	-1.8%	-40.0%[inhibitor]	-18.8%	-3.5%	-0.9%	-18.3%	-7.9%	-1.5%
CN1CCC(NC(=O)Nc2ccc(Br)cc2)CC1	5.3%	13.7%	-9.6%	3.0%	0.2%	-1.9%	-8.1%	0.6%	27.8%	-3.1%	-3.8%
SMILES	Gal4-VP16 FLuc	RORg inh	FLuc counter	uPA generation	Rab9 prom act	NPC1 prom act	MBNL1 CUG block	ELG1 genotox	BRCA1 expr up	MLL CXXC-DNA inh	p53 reactivation
CCn1c(NCc2cc(OC)c(OC)c(OC)c2)nc2ccccc21	2.3%	-0.9%	-1.4%	2.0%	-0.5%	1.8%	-0.3%	-2.0%	-1.2%	0.0%	4.1%
O=c1[nH]c(C2CCN(S(=O)(=O)Cc3ccccc3)CC2)nc2c1nnn2Cc1ccccc1Cl	-25.5%	?	1.9%	-1.4%	-3.4%	-3.5%	5.5%	-9.0%	-50.9%	5.5%	-0.4%
C=CCn1c(=N)n(CC(O)COc2ccccc2OC)c2ccccc21 (stereo not given)	-3.8%	1.2%	0.5%	-27.1%	-5.6%	-4.6%	15.4%	-13.7%	-42.5%	0.6%	?
c1ccc(C(NCCNC(c2ccccc2)c2ccccc2)c2ccccc2)cc1	?	12.6µM*	-1.7%	-8.8%	-33.1%[inhibitor][46.1 µM]	-20.2%[46.1 µM]	0.3%	-7.6%	-23.8%	-11.1%	0.5%
O=C(Nc1cccc(-c2cccc(Cl)c2)c1)C1CCN(Cc2ccon2)CC1	?	?	2.9%	?	2.0%	-4.5%	-0.9%	-1.1%	-43.0%	-3.1%	-7.5%
O=C(Cn1cc(C(F)(F)F)cc(Cl)c1=O)NCc1ccc(Cl)cc1Cl	2.5%	40.5%	2.0%	2.8%	13.1%	2.9%	0.4%	6.2%	38.1%	14.5%	3.6%
Cc1ccc(C(=O)C(NC(=O)c2ccco2)N2CCOCC2)cc1 (stereo not given)	-8.1%	20.5%	-10.8%	1.7%	?	?	-9.3%	18.4µM*	72.4%	-2.7%	?
O=C(c1ccc2ncsc2c1)N1CCCC(C(F)(F)F)C1 (stereo not given)	.	.	0.0%	-1.1%	-1.9%	2.0%	.	5.0%	-17.6%	.	-9.6%
COC(=O)c1ccc(NC(=O)CCc2nnc3ccc(NCc4ccco4)nn23)cc1	-6.3%	-9.6%	-0.3%	-2.8%	-1.0%	8.3%	-4.8%	9.3%	6.6%	6.7%	29.1%
COc1cc(/C=C2/SC(=S)N(C)C2=O)ccc1OC(=O)c1ccco1	-3.3%	-9.3%[10 µM]	-15.3%	1.6%	-11.2%	12.5%	.	10.3%	-23.6%	?	7.5%
Cc1ccc(N(CC(=O)NCc2cccs2)S(=O)(=O)c2cccs2)cc1	0.6%	6.4%	2.0%	0.2%	18.2%	-1.0%	-5.9%	-0.7%	-68.1%	-0.4%	-0.5%
O=C(Nc1ccc(C(=O)O)cc1)Nc1ccc(F)cc1F	2.0%	?	?	1.2%	3.3%	11.4%	-4.0%	1.5%	10.1%	-1.5%	4.1%
Cc1ccc(-c2ccccc2NC(=O)CCl)o1	-1.0%	48.4%	3.6%	-10.3%	-5.8%	1.8%	10.1%	-1.6%	-35.1%	-4.6%	-8.8%

Screening data: PubChem, National Center for Advancing Translational Sciences (NCATS)
